Screening results deposited in PubChem BioAssay by several laboratories.
GASC-1 inh – blocks human GASC-1 demethylase activity; Q9H3R0; GST-JMJD2C(1-420) H3K9me3 demethylation, DELFIA europium; actives 0.069% (n = 330,000); AID 2099; inhibition, % at 2.35 µM;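 active means more than half of a compound's replicate wells show inhibition beyond 50%, single wells judged on their own value; inconclusive means some, but no more than half, of replicates pass 50% inhibition; inactive means no replicate passes 50% inhibition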;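 further: signal counts dimethyl H3K9 product captured on neutravidin plate; 0% = median of DMSO wells and 100% = 0.3 times that DMSO median; strong numbers were not always called active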
Target sequence (Q9H3R0 1-420 limits assumed): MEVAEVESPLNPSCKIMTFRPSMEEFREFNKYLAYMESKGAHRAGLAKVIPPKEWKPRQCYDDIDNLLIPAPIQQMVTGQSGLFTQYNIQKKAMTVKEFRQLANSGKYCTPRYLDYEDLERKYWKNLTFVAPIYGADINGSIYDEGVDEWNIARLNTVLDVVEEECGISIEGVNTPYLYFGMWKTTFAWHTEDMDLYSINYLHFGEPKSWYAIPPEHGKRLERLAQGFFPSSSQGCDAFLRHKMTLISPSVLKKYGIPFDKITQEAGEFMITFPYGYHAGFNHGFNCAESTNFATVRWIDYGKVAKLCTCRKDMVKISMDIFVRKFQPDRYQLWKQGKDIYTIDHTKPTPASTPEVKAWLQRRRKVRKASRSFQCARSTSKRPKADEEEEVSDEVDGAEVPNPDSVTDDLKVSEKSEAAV
MEP2 TOR yeast – yeast TOR pathway MEP2-GFP modulation; S. cerevisiae MEP2-GFP strain, flow cytometry GFP, 3 h; 100% = DMSO control level; GFP response vs DMSO, % at 10 µM; actives 0.51% (n = 330,000);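 active means GFP response versus DMSO above a set limit, roughly screen mean plus 3 SD, cut at about 180% in these data; inconclusive means fewer than 70 cells counted for a yeast strain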;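 further: median GFP fluorescence of the barcode-gated MEP2-GFP cells per well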
VLA-4 inh – inhibition in a human VLA-4 binding assay. P13612. AID 2557. actives 0.2% (n = 330,000). VLA-4 expressing cells, ligand binding flow cytometry. inhibition, % (about 7 µM as worked out from the volumes in the protocol); in the data active means inhibition above about 50%
LAP4-GFP MLPCN – yeast TOR pathway LAP4-GFP modulation | actives 0.34% (n = 320,000) | AID 2023 | GFP response vs DMSO, % at 10 µM | S. cerevisiae LAP4-GFP multiplex, flow cytometry GFP, 3 h; median GFP as percent of DMSO wells;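 active means GFP response vs DMSO above a set limit, about the screen mean plus 3 SD, cut at about 150% in these data; inconclusive means under 70 cell events counted for the yeast strain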
GRK2 aptamer HTS – human GRK2 inhibition via aptamer displacement. actives 0.59% (n = 330,000). inhibition of aptamer binding, % at 10 µM. bead flow cytometry, FAM-aptamer displacement from GRK2. P25098. AID 488847;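 active means inhibition of aptamer binding above 40%, roughly 3 SD of noise, on plates passing a quality check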;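 further: median bead fluorescence of bound FAM aptamer so fluorescent compounds give negative values; no value below 0 was filed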
Target sequence (P25098 whole entry, looked up): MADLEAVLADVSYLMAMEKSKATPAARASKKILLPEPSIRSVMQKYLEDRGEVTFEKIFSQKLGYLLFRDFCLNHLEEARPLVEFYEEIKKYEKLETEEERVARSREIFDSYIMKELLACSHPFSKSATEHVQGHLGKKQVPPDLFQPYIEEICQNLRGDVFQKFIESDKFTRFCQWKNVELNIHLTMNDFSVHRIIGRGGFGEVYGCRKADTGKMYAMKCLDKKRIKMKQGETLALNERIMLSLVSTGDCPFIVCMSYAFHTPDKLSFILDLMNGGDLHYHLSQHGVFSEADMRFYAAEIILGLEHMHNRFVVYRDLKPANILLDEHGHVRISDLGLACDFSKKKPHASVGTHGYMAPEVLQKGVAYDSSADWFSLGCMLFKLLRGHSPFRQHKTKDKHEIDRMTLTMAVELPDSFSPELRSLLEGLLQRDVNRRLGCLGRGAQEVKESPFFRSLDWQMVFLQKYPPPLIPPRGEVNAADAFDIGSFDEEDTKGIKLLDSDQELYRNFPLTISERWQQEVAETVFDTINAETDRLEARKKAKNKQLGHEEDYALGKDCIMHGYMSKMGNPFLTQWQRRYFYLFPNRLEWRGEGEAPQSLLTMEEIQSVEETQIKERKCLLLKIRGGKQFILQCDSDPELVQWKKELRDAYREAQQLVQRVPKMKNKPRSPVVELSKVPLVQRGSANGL
AGP1 TOR yeast – yeast TOR pathway AGP1-GFP modulation. S. cerevisiae AGP1-GFP multiplex flow cytometry, 3 h; GFP as percent of DMSO wells. GFP response vs DMSO, % at 10 µM. actives 0.02% (n = 320,000). AID 2066;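 active means GFP response relative to DMSO above a set limit, near screen average plus 3 SD, cut at about 150% in these data; inconclusive means fewer than 70 cells counted for the yeast strain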;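 further: median GFP channel fluorescence of the gated AGP1 strain per well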
RPL19A TOR yeast – yeast TOR pathway RPL19A-GFP modulation | actives 0.3% (n = 330,000) | S. cerevisiae RPL19A-GFP strain, flow cytometry, 3 h; active compounds read low | percent response vs DMSO, % at 10 µM;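 active means percent response vs DMSO below 50%; inconclusive means fewer than 70 events counted for the yeast strain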;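 further: median channel GFP fluorescence of the barcoded RPL19A-GFP strain; ratio of sample median GFP to plate DMSO average so 100% = DMSO; lower means less RPL19A-GFP as with rapamycin TOR inhibition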
CIT2-GFP yeast – modulators of TOR pathway CIT2-GFP in S. cerevisiae; GFP response vs DMSO, % at 10 µM; actives 0.065% (n = 320,000); AID 2029; S. cerevisiae CIT2-GFP strain, flow cytometry, 3 h; 100 means same as DMSO wells;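 active means GFP response relative to DMSO above a set limit, near the screen mean plus 3 SD, cut at about 150% in these data; inconclusive means Fewer than 70 cells measured for a yeast strain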;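 further: ratio of well median GFP fluorescence to mean of DMSO wells on the plate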
Numbers without * were called inactive; ? = inconclusive; nt = not tested or not shown; & = joins results of further samples; [ ] = another dose, or the depositor's remark.

SMILES	GASC-1 inh	MEP2 TOR yeast	VLA-4 inh	LAP4-GFP MLPCN	GRK2 aptamer HTS	AGP1 TOR yeast	RPL19A TOR yeast	CIT2-GFP yeast
COc1ccc(S(=O)(=O)N2CCC(C(=O)N3CCCCC3)CC2)cc1Cl	0.8	96.5	16.0	93.4	0.0	95.5	94.7	95.1
O=C(Oc1ccc(-c2ccccc2)cc1)N1CCCCC1	5.8	97.3	5.9	104.9	0.0	93.1	94.4	92.9
CCN(CC)CCNc1ccnc2cc(Cl)ccc12	-0.5	102.1	6.7	110.0	0.0	107.0	103.9	99.4
NC(=O)c1ccsc1NC(=O)C1CCCN1S(=O)(=O)c1ccc(Cl)cc1 (stereo not drawn)	10.8	102.5	10.1	103.7	0.0	103.1	101.7	108.2
Cc1cc(C(=O)CSc2nnc(-c3ccco3)o2)c(C)n1-c1ccc2c(c1)OCCO2	1.0	196.1*[may fluoresce violet]	8.6	85.5[may fluoresce violet]	0.0	nt	59.8[may fluoresce violet]	?
CCCCOc1ccc(CSC(CC(=O)O)C(=O)O)cc1 (stereo not drawn)	1.1	100.1	13.6	103.7	2.0	106.3	99.9	106.2
CNS(=O)(=O)c1cccc(C(=O)OC2CCCCC2=O)c1 (stereo not drawn)	-0.9	98.3	-7.2	94.0	3.0	99.3	99.5	99.3
CCOC(=O)c1nonc1NC(C)=O	-4.4	115.1	3.5	102.6	2.0	97.3	98.9	93.8
NC(=O)c1ccc(C(F)(F)F)n(Cc2c(Cl)cccc2Cl)c1=O	80.0	99.0	0.4	97.4	0.0	91.2	97.4	94.5
CCOC(=O)Cc1csc(NC(=S)NC(=O)c2cc(OC)c(OC)c(OC)c2)n1	1.1	95.2	-13.7	108.4	0.0	103.5	101.4	95.5
Cc1ccc(Cl)cc1N1CCN(C(=O)CCCn2c(=O)c3cccn3c3cccnc32)CC1	-0.8	94.6	10.0	94.6	3.0	91.4	91.9	90.7
CCc1nnc(NS(=O)(=O)c2ccc(NC(=S)Nc3ccc(F)cc3)cc2)s1	9.2	94.7	7.8	90.4	0.0	98.0	103.2	99.2
COc1ccc2nc(SCCN(C)C)[nH]c2c1	-9.0	106.9	-11.5	101.9	8.0	106.1	101.6	107.7
COc1ccc(S(=O)(=O)NC(C)C(=O)NCc2ccco2)cc1OC (stereo not drawn)	-4.3	104.1	5.6	92.8	2.0	92.8	99.1	98.6
CCCCn1c(N)c(N(CCOC)C(=O)CSCc2c(C)noc2C)c(=O)[nH]c1=O	2.0	106.1	0.3	92.1	4.0	88.2	93.1	94.2
CCN(CCCNC(=O)CCc1nc(-c2ccc(OC)cc2)no1)c1cccc(C)c1	-10.8	102.7	5.7	103.4	1.0	100.9	100.1	101.8
CCC(CC)NC(=O)COC(=O)c1ccc2c(c1)C(=O)N(Cc1ccco1)C2=O	3.5	110.0	-4.4	100.3	0.0	103.7	102.2	103.2
O=C(/C=C\c1ccccc1)NCC(=O)N/N=C/c1ccc(O)cc1O	-5.2	113.9	25.6	104.5	0.0	106.6	106.4	103.7
CNC(=S)N1N=C(c2ccc(C)cc2)CC1c1ccc(OC)cc1 (stereo not drawn)	-2.5	103.5	4.4	117.1	4.0	101.2	96.4	96.5
Cc1cc(C)n2nc(SCN3C(=O)c4ccccc4C3=O)nc2n1	3.5	96.8	11.3	87.6	3.0	97.5	94.0	103.6
CC(NC(=O)CCC(=O)c1cccs1)c1ccccc1 (stereo not drawn)	3.6	97.4	-10.1	93.3	0.0	98.6	93.8	94.5
O=C1c2ccccc2C(=O)N1CCc1nn[nH]n1	-2.5	103.8	14.8	103.0	2.0	100.5	105.8	97.2
Cc1sc2nc(SCC(=O)NCCOCCO)n(C)c(=O)c2c1C	-5.9	102.3	0.1	87.3	0.0	98.2	98.8	104.4
C[C@H](CO)N1C[C@H](C)[C@@H](CN(C)S(=O)(=O)c2cccs2)Oc2ccc(NS(=O)(=O)c3cn(C)cn3)cc2C1=O	-10.5	94.6	17.6	102.8	0.0	96.0	95.3	95.8
CNC(=S)NNC(=O)CCn1nc(C)c(Br)c1C	-5.7	103.2	0.7	101.9	0.0	111.9	102.5	100.7
COc1ccc(Cc2nc(-c3ccc(Br)o3)no2)cc1OC	4.6	107.4	-3.8	103.2	5.0	99.2	98.9	102.2
CCCCc1nc2cc(C(=O)N3CCC(OCCOC)CC3)ccc2o1	-3.7	104.8	0.8	114.4	3.0	110.9	104.0	108.9
O=C(Nc1ccccc1Oc1ccccc1)C1CCCC1	5.9	99.4	3.8	77.2	35.0	90.4	106.5	97.6
CCCCN=C1C([N+](=O)[O-])=CC=C2C1=NC1(CCCCC1)N2O	-1.5	101.1	34.2	93.7	0.0	99.3	105.3	103.4
Cc1ccc(S(=O)(=O)N2CCOCC2)cc1C(=O)NCC1CCCO1 (stereo not drawn)	14.0	112.1	20.2	120.9	2.0	103.3	101.0	99.7
COc1ccc(CCNC(=O)c2cc(C(C)C)on2)cc1OC	0.4	112.0	0.0	101.6	3.0	94.5	93.9	109.0
CCOC(=O)CSc1nnc(Cc2ccccc2)n1Cc1ccco1	-7.1	102.7	nt	102.6	1.0	102.1	104.0	99.6
CCc1ccc(NC(=S)NC2CC3CCC(C2)N3Cc2ccco2)cc1 (stereo not drawn)	-2.7	93.4	-10.7	88.6	1.0	91.9	96.3	90.8
O=C(COC(=O)c1ccncc1)NCCCc1ccccc1	-5.6	102.6	3.4	84.0	0.0	91.9	98.8	97.9
CC(C)CNC(=O)NC(=O)COC(=O)c1cccc(NS(=O)(=O)c2ccc(F)c(F)c2)c1	-14.8	94.2	-4.6	97.9	0.0	106.8	105.0	109.3
O=c1[nH]cnc2ccc([N+](=O)[O-])cc12	48.9	110.1	4.0	99.7	1.0	98.7	111.9	107.2
N#Cc1ccccc1NC(=O)CSc1nnc(-c2ccncc2)o1	0.1	94.8	0.2	99.3	2.0	97.2	94.4	107.0
COc1cc(/C=C2\SC(=O)NC2=O)ccc1OCC(=O)N1CCOCC1	-3.5	98.9	-0.8	102.6	12.0	95.2	93.0	85.5
COc1ccc(C2=C(Nc3ccc(C)cc3)c3ccccc3C2=O)cc1	-1.4	92.4	8.3	104.0	0.0	96.1	98.3	83.3
Cc1nn(Cc2ccc([N+](=O)[O-])cc2)c(=O)n1-c1ccc(F)cc1	5.5	102.4	2.3	91.4	3.0	102.0	100.3	nt
CC(C)N(Cc1ccccc1)C(=O)/C=C/c1ccccc1[N+](=O)[O-]	-3.1	106.7	-5.0	96.8	2.0	99.0	103.8	99.5
Cc1cccc(N=CC=C2OC(C)(C)C(C)(C)O2)c1	6.3	103.2	7.7	102.7	11.0	98.6	101.5	103.4
Brc1ccccc1OCCCCn1cnc2ccccc21	9.4	104.5	4.0	98.3	3.0	87.7	98.5	103.6
COc1ccc(NC(=O)CN2CCN(c3ccccc3Cl)CC2)cc1	-10.3	103.8	13.4	102.5	1.0	98.2	99.9	92.8
O=C(O)c1cccc(N/N=C/c2sc(N3CCOCC3)nc2-c2ccccc2)c1	12.6	96.1	0.0	94.1	4.0	77.1	89.8	81.5
CC(C)CN1CCN(Cc2nc(C(C)C)cs2)CC1CCO (stereo not drawn)	2.9	101.5	9.4	108.5	2.0	106.5	104.0	99.8
COc1ccc(/C=N/n2c(-c3ccco3)nc3ccccc3c2=O)cc1	12.1	98.0	-6.7	86.8	0.0	96.2	98.7	88.1
C/C(N)=C(/C#N)C(=O)CSc1nc2ccccc2n1CC(C)C	?	98.5	-1.7	101.9	0.0	101.6	97.0	94.2
CC(C)(C)OC(=O)NCc1ccc(CNC(=O)c2nc[nH]c2C(=O)N2CCc3ccccc3C2)cc1	4.5	97.1	-9.0	99.8	0.0	98.0	94.8	101.8
CC(C)(C)C1(C)OC(C(N)=O)C(C(N)=O)O1 (stereo not drawn)	nt	88.8	4.1	89.2	0.0	91.7	94.5	83.6
Cc1nc2ccccn2c1-c1csc(Nc2cccc(C(=O)O)c2)n1	3.7	105.7	-0.2	104.4	1.0	107.8	100.6	110.6
CS(=O)(=O)C1=NN2C(=N)/C(=C\c3ccc(OCCOc4ccccc4)cc3)C(=O)N=C2S1	7.5	90.7	0.8	nt	1.0	96.9	87.6	97.5
CC1(C)c2[nH]c3ccccc3c2C[C@H]2C(=O)N(CCCCCO)CC(=O)N21	8.1	105.7	11.7	93.2	2.0	96.6	102.8	100.9
Cc1ccc(NC(=O)C2Cc3ccccc3O/C2=N\O)cc1C (stereo not drawn)	5.0	99.2	23.2	97.6	0.0	94.7	99.5	91.4
CC(=O)c1cccc(NC(=O)Nc2ccc3c(c2)N(C)C(=O)CS3)c1	-0.2	94.2	-10.5	90.6	0.0	98.8	95.4	101.4
COc1ccc(-c2cc(C(=O)N(C)Cc3ccccc3F)c3ccccc3n2)cc1OC	0.6	107.0	6.9	102.3	5.0	97.9	100.4	91.6
CCOC(=O)C1=C(N)N2C(=O)C(C)SC2=C(C(=O)OC)C1c1ccccc1OC (stereo not drawn)	2.8	98.8	22.9	97.2	4.0	100.3	98.0	99.5
Cc1ccc(CSc2nnc(-c3cccnc3)n2N)cc1	9.1	99.2	27.2	93.4	0.0	99.7	99.7	92.3
COC(=O)C1C(=O)C(C(=O)/C=C/c2ccccc2)C(=O)CC1(C)C (stereo not drawn)	-21.0	95.4	3.4	99.0	4.0	100.7	102.6	82.9
COc1ccc(-c2n[nH]c(C)c2-c2cnn(-c3ccccc3)c2)c(O)c1C	0.8	99.7	0.1	120.1	0.0	105.3	105.8	nt

(cont.)
SMILES	GASC-1 inh	MEP2 TOR yeast	VLA-4 inh	LAP4-GFP MLPCN	GRK2 aptamer HTS	AGP1 TOR yeast	RPL19A TOR yeast	CIT2-GFP yeast
CCOC(=O)C(C)Sc1ncc(OC)c(=O)[nH]1 (stereo not drawn)	-9.5	85.9	-5.8	84.7	6.0	90.7	91.2	93.5
CCN(CC)C(=O)CSc1nc2ccccc2c(=O)n1CCC(=O)NCc1ccc(F)cc1	3.9&-3.6	105.1	-5.2	98.4	0.0	101.4	100.6	103.1
CC1(C)Cc2nc3[nH]c(=S)[nH]c(=O)c3cc2CO1	-3.4	101.9	15.2	104.8	0.0	102.7	97.9	99.0
O=C(Nc1cccc(O)c1)c1c(O)c2ccccc2[nH]c1=O	1.5	100.9	5.7	91.1	2.0	145.6	99.7	98.0
OCCN(/C=N/c1nc(-c2ccc(Br)cc2)cs1)CCO	-13.0	113.1	12.8	109.0	0.0	108.6	104.3	106.9
COc1ccccc1NC(=O)CSc1nnc(C2CCCCC2)n1C	1.7	110.2	1.4	99.4	2.0	105.5	91.8	107.7
CCC1(c2ccc(F)cc2)NC(=O)N(CC(=O)Nc2ccc(C)c(S(=O)(=O)N3CCOCC3)c2)C1=O (stereo not drawn)	-9.9	84.8	-4.8	94.2	2.0	94.8	90.0	91.3
COC(=O)c1cc2ccsc2n1Cc1nc(-c2cccc(Cl)c2)oc1C	-3.4	104.0	6.1	98.5	1.0	101.4	97.9	101.8

Entries listed above marked active in MEP2 TOR yeast.
SMILES	GASC-1 inh	MEP2 TOR yeast	VLA-4 inh	LAP4-GFP MLPCN	GRK2 aptamer HTS	AGP1 TOR yeast	RPL19A TOR yeast	CIT2-GFP yeast
Cc1cc(C(=O)CSc2nnc(-c3ccco3)o2)c(C)n1-c1ccc2c(c1)OCCO2	1.0	196.1*[may fluoresce violet]	8.6	85.5[may fluoresce violet]	0.0	nt	59.8[may fluoresce violet]	?
